NALP3 yeast inh: NALP3 inhibition in yeast; Yeast reconstituted NLRP3/ASC/caspase-1, beta-gal luminescence, 24 h; inhibition, % at 10 µM; 0.39% of 330,000 active;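 active = inhibition of 50% or more; inactive = inhibition below 50%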;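 also: plate controls were induced DMSO wells for no effect and uninduced yeast grown without galactose for full effect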
SENP8 block-1: SENP8 protease inhibition; purified SENP8, Z-RLRGG-aminoluciferin cleavage, luminescence; inhibition, % at 10 µM; 1.2% of 330,000 active; AID 2540; in the data active = inhibition above about 50%
Target sequence (Q96LD8 whole entry, looked up): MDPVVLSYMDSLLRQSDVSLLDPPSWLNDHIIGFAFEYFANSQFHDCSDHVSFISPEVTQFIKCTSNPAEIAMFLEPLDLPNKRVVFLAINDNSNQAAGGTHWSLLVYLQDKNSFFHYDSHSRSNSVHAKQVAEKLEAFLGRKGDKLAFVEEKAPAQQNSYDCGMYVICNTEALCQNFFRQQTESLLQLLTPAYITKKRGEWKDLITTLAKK
Apaf-1 inh: inhibitors of human Apaf-1 apoptosome | AID 489030 | inhibition, % at 20 µM | 0.71% of 330,000 active | O14727 | reconstituted apoptosome caspase-3 activity, DEVD-Rh110 fluorescence; active = inhibition of at least 40% at 20 µM;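 also: plate controls were DMSO wells for no effect and DEVD-CHO caspase inhibitor wells for full effect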
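Material: reconstituted apoptosome with Apaf-1, cytochrome c, caspase-9, procaspase-3, dATP; medium: pH 7.5 Hepes buffer with CHAPS, BSA, DTT; also added: cytochrome c and DEVD-Rh110 substrate; timing: 30 min plus 50 min, RT; signal: Rh110 fluorescence intensity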
SENP1 FRET inh: SENP1 (human) catalytic domain inhibition. 0.21% of 360,000 active. recombinant SENP1 catalytic domain, CyPet-SUMO1-YPet FRET cleavage. Q9P0U3. inhibition, % at 10 µM;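 active = inhibition at least 30% at 10 µM, raw YFP signal under a set limit, fluorescence ratio 0.5 to 1.5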;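 also: 0% = enzyme with DMSO and 100% = no enzyme wells; some results filed as inactive read as strong as hits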
Target sequence (Q9P0U3 419-644 limits assumed): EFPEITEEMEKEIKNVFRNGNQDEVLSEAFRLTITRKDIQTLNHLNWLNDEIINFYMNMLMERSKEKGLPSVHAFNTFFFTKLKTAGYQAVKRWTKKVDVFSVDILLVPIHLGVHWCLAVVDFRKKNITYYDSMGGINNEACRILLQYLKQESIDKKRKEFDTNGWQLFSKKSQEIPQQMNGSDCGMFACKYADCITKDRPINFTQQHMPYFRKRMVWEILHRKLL
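Test system: recombinant human SENP1 catalytic domain, His6-tagged / Medium: pH 8 Tris buffer with EDTA, NaCl, BME, BSA, NP40, catalase / Also added: SUMO1 FRET substrate flanked by Cypet and Ypet, 25 nM / Times: 50 min reaction at room temperature / Signal: FRET, CFP and YFP emission / Control set: no-enzyme low control and enzyme-plus-DMSO high control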
SENP8 block-2: SENP8 (human) protease inhibition; 0.64% of 360,000 active; inhibition, % at 20 µM; recombinant SENP8, Nedd8 substrate fluorescence; AID 602440; in the data active = inhibition mostly above about 40%, no sharp cut-off; inactive = mostly below about 27%
SENP7 block: blocks the human protease SENP7. Q9BQF6. recombinant SENP7, Z-RLRGG-aminoluciferin luminescence, 40 min. inhibition, % at 5 µM. 1.5% of 330,000 active. AID 434973;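 active = inhibition above about 50% at the single test dose, limit read from the data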;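 also: plate controls were DMSO with enzyme for no effect and no enzyme buffer wells for full effect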
SENP6 block: inhibitors of human SENP6 protease | Recombinant SENP6 catalytic domain, aminoluciferin luminescence | AID 2599 | 1.8% of 330,000 active | inhibition, % at 10 µM;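 active = inhibition above about 50% at the single tested dose, limit read from the data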;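 also: plate controls were DMSO wells with enzyme for no effect and DMSO wells lacking enzyme for full effect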
Target sequence (Q9GZR1 628-1112 limits assumed): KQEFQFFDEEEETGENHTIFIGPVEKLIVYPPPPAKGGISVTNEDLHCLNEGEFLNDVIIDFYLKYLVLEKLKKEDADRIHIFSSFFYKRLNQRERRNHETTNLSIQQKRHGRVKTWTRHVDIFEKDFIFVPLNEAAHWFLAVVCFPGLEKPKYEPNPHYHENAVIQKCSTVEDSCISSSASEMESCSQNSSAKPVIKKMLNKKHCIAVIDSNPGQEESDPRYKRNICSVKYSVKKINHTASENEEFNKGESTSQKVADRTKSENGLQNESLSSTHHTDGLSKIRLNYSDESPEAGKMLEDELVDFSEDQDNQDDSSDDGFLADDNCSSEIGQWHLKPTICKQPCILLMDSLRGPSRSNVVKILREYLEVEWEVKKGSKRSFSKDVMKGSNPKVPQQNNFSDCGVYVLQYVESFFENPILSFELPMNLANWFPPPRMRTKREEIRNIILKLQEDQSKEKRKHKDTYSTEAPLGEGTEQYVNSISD
PfGluPho inh: PfG6PD (Plasmodium falciparum) enzyme inhibition; 0.78% of 350,000 active; inhibition, % at 20 µM; PfGluPho enzyme, NADPH resazurin-diaphorase fluorescence;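 active = inhibition reaching at least a set limit at 20 µM in the primary screen, cut at about 59% in these data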;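 also: 0% = DMSO wells with substrate and 100% = DMSO wells lacking glucose-6-phosphate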
HKDC1 inhibitor: HKDC1 (human) hexokinase inhibition. recombinant HKDC1, G6PDH/diaphorase resazurin coupled fluorescence. inhibition, % at 20 µM. 0.16% of 340,000 active. Q2TB90. AID 493160;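 active = inhibition above about 35% when tested at 20 µM, limit read from the data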;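 also: plate controls were DMSO wells with enzyme for no effect and DMSO wells lacking enzyme for full effect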
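Incubation: 90 min at room temperature in dark / Material: recombinant HKDC1 (HK5) hexokinase enzyme, produced in-house / Quantity: enzyme 5 µg/mL final / Compound: one dose of 20 µM, 1% DMSO / Reagent: glucose and ATP substrates / Buffer or medium: Tris pH 8.0 buffer with MgCl2, Tween-20, BSA, BME / Technique: resorufin fluorescence at 613 nm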
* hit, by the source's call; i = inactive; nt = not tested or not shown.

Below each compound – NALP3 yeast inh	SENP8 block-1	Apaf-1 inh	SENP1 FRET inh	SENP8 block-2	SENP7 block	SENP6 block	PfGluPho inh	HKDC1 inhibitor
COc1ccccc1/C=N/OC(=O)c1ccc(F)cc1
  10	14	9	12	0	14	-15	20	-5
COc1ccc(NC(=O)CNS(=O)(=O)c2ccccc2)cc1Cl
  -3	-8	-16	2	17	-5	2	-5	-6
O=C1C=CC(=O)N1c1ccc(Nc2ccccc2)cc1
  nt	nt	nt	4	9	nt	nt	42	3
O=C1C2C3C=CC(C3)C2C(=O)N1c1n[nH]c(CCc2ccccc2)n1 (stereo not given)
  -10	-6	-24	0	21	-17	-30	-34	-4
O=C(CCC(=O)c1cccs1)OCc1nnc(-c2ccccc2)o1
  5	-11	-2	3	7	-3	-16	15	-2
CCC(C)NC(=O)c1cc(-c2ccccc2O)on1 (stereo not given)
  -6	3	-1	-1	-7	-5	6	12	2
CN(CCC#N)C(=O)CSc1nc2scc(-c3ccccc3)c2c(=O)[nH]1
  4	-19	1	-8	9	-5	-17	-16	10
O=C(c1ccccc1)N1CCN(S(=O)(=O)c2cccc(NS(=O)(=O)c3ccccc3)c2)CC1
  4	-3	21	3	7	4	13	-9	-13
c1ccc(-c2csc(Nc3nc(N4CCOCC4)nc(N4CCOCC4)n3)n2)cc1
  15	1	2	1	15	0	0	5	2
CCOc1ccccc1NC(=O)CSc1nnc(Cn2c(=O)sc3ccccc32)n1C
  9	2	-5	1	5	-3	-4	18	-7
COc1ccc(NC2=NCCC2)cc1
  15	6	-4	2	17	4	3	3	3
Cc1ccc(NC(=O)C2C3CC4OC(=O)C2C4C3)cc1Cl (stereo not given)
  4	-6	3	2	21	1	-20	-6	0
CCC(=O)c1ccc(N2CCCC2)c(F)c1
  31	-14	4	0	-27	-3	0	3	-3
CCOc1ccccc1N(CC(=O)N1CCC(C)CC1)S(=O)(=O)c1ccc(C)cc1
  25	-5	16	-1	13	2	0	-11	7
Cc1ccc(-c2cc(C)nc3ncnn23)cc1
  17	0	-1	1	-182	3	-17	-1	-5
O=C(NC1CCN(C(=S)NCc2ccco2)CC1)C12CC3CC(CC(C3)C1)C2
  6	8	0	-5	-2	-3	-7	29	-9
COC(=O)CSc1nc2c(cnn2-c2ccc(F)cc2)c(=O)[nH]1
  23	2	5	-6	8	-6	4	9	4
Cc1cccc(CC2CC(=O)N(c3nc4ccccc4s3)C2=O)c1 (stereo not given)
  0	-4	-1	2	9	-1	6	15	5
Cc1ccc(C(=O)/C=C/N(C)C)o1
  1	3	0	12	12	6	11	0	-6
CCn1cc([N+](=O)[O-])c(C(=O)N2N=C(c3ccc(OC)cc3OC)CC2c2ccccc2O)n1 (stereo not given)
  6	8	11	1	9	5	3	-3	-7
COc1cccc(OCc2cc(C(=O)N(C)Cc3nc(C)cs3)no2)c1
  11	3	2	-1	-4	0	5	6	5
COC(=O)C1CCN(S(=O)(=O)Cc2ccccc2)CC1
  18	-9	-6	-21	-45	-3	3	21	-5
Cc1cc(Nc2ccc(Cl)cc2)nc(-c2ccccc2O)n1
  20	6	13	-2	-155	3	5	15	-3
CC(CO)(CO)NC(=O)c1ccc(=O)[nH]n1
  3	-3	-1	2	2	0	-2	11	1
COc1ccc(OC)c(Cc2nnc(CCC(=O)NC3CCCCCCC3)o2)c1
  15	-3	-2	-11	-1	-1	8	4	-7
O=C(Nc1cccc(Cl)c1)c1csc(-c2ccccc2)n1
  21	-14	7	4	18	-2	-3	46	-3
COc1ccc(NC(=O)CN(C)C(=O)C2CC(=O)N(CCc3ccc(OC)c(OC)c3)C2)cc1 (stereo not given)
  nt	nt	nt	1	13	nt	nt	-9	-7
CCOc1ccc(/C(O)=C2/C(=O)C(=O)N(CCCN3CCOCC3)C2c2ccc(C)cc2)cc1C (stereo not given)
  50	-10	3	-6	-24	2	-4	-21	-2
CCCOc1ccc(C(=O)CCC(=O)OC(C)C(=O)Nc2ccc(NC(C)=O)cc2)cc1 (stereo not given)
  21	7	-5	2	17	4	6	5	-2
CCOC(=O)NC1(C(F)(F)F)NC(=O)N(C2CCCCC2)C1=O (stereo not given)
  1	-3	29	1	9	-8	7	-5	-10

Quoted from the listing.
For PfGluPho inh, `COc1ccc(NC(=O)CN(C)C(=O)C2CC(=O)N(CCc3ccc(OC)c(OC)c3)C2)cc1` (stereo not given) shows -9
For Apaf-1 inh, `CC(CO)(CO)NC(=O)c1ccc(=O)[nH]n1` shows -1
For SENP8 block-1, `O=C(CCC(=O)c1cccs1)OCc1nnc(-c2ccccc2)o1` shows -11

Further records.
Below each compound – NALP3 yeast inh	SENP8 block-1	Apaf-1 inh	SENP1 FRET inh	SENP8 block-2	SENP7 block	SENP6 block	PfGluPho inh	HKDC1 inhibitor
COc1ccc(CCNC(=O)c2ccccc2C(=O)NCCc2ccc(OC)c(OC)c2)cc1OC
  18	-4	-2	-2	15	-3	5	-3	-8
COc1ccccc1CC(=O)N1CCN(c2ccccc2F)CC1
  15	-6	-1	0	16	-1	1	-11	5
CCOCC(=O)Nc1nnc(COCC)s1
  5	-2	-4	3	8	-8	-6	12	-3
CS(=O)(=O)N(CC(=O)Nc1ccccc1C(=O)N1CCOCC1)c1ccccc1
  17	2	-6	0	9	-3	-10	-2	-5
Cc1cccc(C)c1NC(=O)CNC(=O)CCNC(=O)c1ccco1
  19	-13	3	-2	18	-3	-13	4	0
CCn1c(SCC(=O)N2CCCC2)nc2c1c(=O)n(C)c(=O)n2C
  8	7	-9	3	8	14	3	1	-7
COC(=O)C(C(=O)OC)C(C[N+](=O)[O-])c1ccc(OC)cc1 (stereo not given)
  19	-10	17	-1	21	-7	-34	-11	-1
CCc1ccc(NC(=O)c2ccc(Cn3cc([N+](=O)[O-])cn3)cc2)cc1
  11	1	5	3	11	3	-7	2	-4
C#CCOCCOCCOCCNc1nc(N2CCN(C(=O)CCCCCCCCCCNC(=O)[C@H](CCCCN)n3cc(CCO)nn3)CC2)nc(N2CCN(C(=O)CCCCCCCCCCNC(=O)[C@H](CCCN=C(N)N)n3cc(C[C@@H](C)CC)nn3)CC2)n1
  16	-16	78*	-4	16	1	-38	62*	-3
CCOC(=O)C1CCCN(C(=O)c2cccc(N3C(=O)c4ccccc4C3=O)c2)C1 (stereo not given)
  -1	-8	-1	2	11	-8	-19	6	-4
COC(=O)C1(CC2CC(c3ccncc3)=NO2)CCN(C(=O)OC(C)(C)C)CC1 (stereo not given)
  1	-17	11	2	21	-2	0	1	-4
Cc1[nH]c2ccc(C(=O)NC3CCCC3)cc2c1C
  10	2	5	-2	-67	-1	-2	54	-4
Cn1nc(C(F)(F)F)cc1-c1ccc(/C=C(\C#N)C(=O)c2cccc(C(F)(F)F)c2)s1
  -8	0	-8	-51	-159	-5	-11	-22	14
N/C(=N\OC(=O)c1ccc(Cl)cc1)c1[nH]ncc1Br
  -11	96*	-22	3	-6	100*	100*	-2	-6
CCN(C(=O)CCS(=O)(=O)c1ccc(Br)cc1)c1ccc2c(c1)OCO2
  15	-7	4	0	10	2	-11	19	1
CC(C)C1Cc2c(sc3c2c(=O)n(-c2ccccc2)c2n[nH]c(=S)n32)CO1 (stereo not given)
  -5	2	-7	2	4	2	-2	47	4
O=C(CSc1n[nH]c(=O)[nH]c1=O)NC1CC1
  8	-1	-4	0	3	-1	-5	-5	1
COc1cc(C(=O)NCCNc2nc3cc(C)ccc3cc2C#N)cc(OC)c1OC
  -8	-6	0	-191	-404	-12	-19	10	-3
CCOc1cccc(CNc2ccc(O)cc2)c1OCc1ccccc1Cl
  12	9	97*	14	30	55*	28	56	14
Cc1ccc(NC(=O)CN(C)C(=O)c2cc(-c3ccco3)nc3ccccc23)cc1
  22	8	20	9	i	4	-12	4	9
CC(=O)Nc1ccc(C(=O)COC(=O)c2cccs2)c(F)c1
  20	-19	18	1	0	0	15	3	1
CC(CCc1ccccc1)NC(=O)COC(=O)c1ccccc1Br (stereo not given)
  15	1	13	1	2	1	2	7	3
COc1ccc2cc(C(c3nnnn3C3CCCC3)N3CCCCCC3)c3nnnn3c2c1 (stereo not given)
  20	0	-2	0	4	0	4	-8	0
CN1CCN(NC(=O)CN2C(=O)S/C(=C\c3c(Cl)cccc3Cl)C2=O)CC1
  6	-2	1	-6	12	-1	-7	-8	4
Cc1oc(-c2ccc(F)cc2)cc1-c1nn2c(-c3ccoc3C)nnc2s1
  11	-8	33	-10	1	-6	-69	13	3
CCOC(=O)c1ccc(NC(=S)NCc2ccco2)cc1
  11	-17	5	-1	16	-15	0	-3	-5
O=C(COC(=O)CCc1nc2ccccc2n1-c1ccccc1)Nc1cccc(Cl)c1
  5	-18	12	0	12	-5	-7	2	-8
COc1ccc(C)cc1NC(=O)C1CCCN(S(=O)(=O)c2cnc[nH]2)C1 (stereo not given)
  2	-14	16	-4	0	-5	-1	11	-2
COc1cc([N+](=O)[O-])ccc1N1C(=O)CC(Sc2nccc(C)n2)C1=O (stereo not given)
  20	-1	-13	1	14	-4	0	-4	-8
CCCOC(=O)c1ccc(NC(=O)C(CC)CC)cc1
  24	-12	9	3	-2	0	-22	-11	5

Below each compound – NALP3 yeast inh	SENP8 block-1	Apaf-1 inh	SENP1 FRET inh	SENP8 block-2	SENP7 block	SENP6 block	PfGluPho inh	HKDC1 inhibitor
CC1CCCC(C)N1c1nnc(NC(=O)c2cc(-c3ccc(Br)cc3)on2)s1 (stereo not given)
  18	-7	16	-21	-26	2	-16	-38	3
COc1ccccc1C(=O)N/N=C(\C)CC(=O)Nc1ccc(Cl)cn1
  14	-1	-28	-3	1	2	-1	-4	-4
O=C(OCn1ncc(Cl)c(Cl)c1=O)c1ccccc1Cl
  nt	nt	nt	1	1	nt	nt	-1	19
CCn1cc(Cl)c(C(=O)Nc2ccccc2C(N)=O)n1
  -6	-11	-2	3	-9	-2	-4	-5	-7
Cc1nnc2c(SC(C)C)nc3ccccc3n12
  16	-1	7	0	4	13	0	-12	-2
CCn1cc(CCC(=O)NC2CCCC2)c2ccccc21
  11	4	4	-3	3	5	5	1	-9
CC1(C)CC2(CCO1)C(Nc1ccccc1)=NC(=S)N2CC(N)=O (stereo not given)
  4	1	-15	2	45*	-3	-7	-1	-2
Cc1cccn2c(=O)c3cc(C(=O)NC4CCCCCC4)sc3nc12
  20	5	7	-27	-316	-1	7	-6	1
CCCCC(=O)Nc1nc(C)c(-c2csc(Nc3cc(Cl)ccc3OC)n2)s1
  14	-2	9	-8	-184	4	-2	-5	8
CC(C)Oc1ccc(C(=O)NC2CCN(Cc3ccccc3)CC2)cc1
  26	0	-1	2	22	-3	3	4	-4
S=C(Nc1ccccc1)Nc1nc2ccccc2n1CCOc1ccc(Cl)cc1
  10	-15	5	0	-12	-4	-22	-3	-31

Shown as a hit in SENP8 block-2, among the entries above:
Compound | NALP3 yeast inh | SENP8 block-1 | SENP1 FRET inh | SENP8 block-2 | SENP7 block | SENP6 block | PfGluPho inh | HKDC1 inhibitor
CC1(C)CC2(CCO1)C(Nc1ccccc1)=NC(=S)N2CC(N)=O (stereo not given) | 4 | 1 | 2 | 45* | -3 | -7 | -1 | -2

Screens deposited in PubChem BioAssay by Sanford-Burnham Center for Chemical Genomics.
